# Source: PubChem (several laboratories)
# NSD2 HMT inh: NSD2 (human) methyltransferase inhibition. hit rate 0.54% among 310,000. inhibition, % at 12.5 µM. AID 743445. O96028. NSD2 peptide methylation, AlphaScreen, 120 min; in the data active = inhibition above about 50%
# DAGLB inh: blocks human DAGLB lipase activity. AID 504411. inhibition, % at 5.17 µM. hit rate 0.059% among 340,000. HEK293T DAGLB membrane lysate, EnzChek fluorogenic substrate. Q8NCG7; in the data active = inhibition above about 34%;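 note: 0% = enzyme with vehicle and 100% = wells lacking enzyme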
# LANA DNA inh: KSHV C-LANA DNA binding inhibition; AID 504423; MBP-C-LANA/FAM-LBS DNA binding, fluorescence polarization; hit rate 0.078% among 340,000; inhibition, % at 9 µM;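 active = highest replicate inhibition at or above 60% at 9 µM, even if other replicates fall short; inactive = all replicates below 60% inhibition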;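 note: 0% = neutral control wells and 100% = 4 µM acridine orange control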
# Keap1-Nrf2 PPI: disrupts human Keap1 binding to Nrf2 peptide. Q14145. Keap1 Kelch-Nrf2 peptide fluorescence polarization, 1536-well. inhibition, % at 9.4 µM. hit rate 0.15% among 340,000. AID 504523; in the data active = inhibition above about 12%;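 note: human Keap1 Kelch domain with fluorescein labeled Nrf2 9mer peptide probe; 0% = neutral control wells and 100% = peptide positive control; higher means more block of Keap1 binding to Nrf2 peptide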
# Arrestin-AP2 inh: blocks beta-arrestin peptide binding to AP2 adaptin | FITC-arrestin peptide / GST-AP2 beads, flow cytometry; AP2 beta2 appendage carries R879A mutation | inhibition, % at 10 µM | hit rate 0.31% among 340,000;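 active = inhibition above a set limit, near 3 SD of compounds lacking own fluorescence, cut at about 54% in these data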;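 note: plate controls were DMSO wells for no effect and 5 µM unlabelled arrestin peptide for full effect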
#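 system = GST-tagged AP2 beta2-adaptin appendage (R879A) on 4 µm glutathione beads | reagent = FITC-labelled arrestin peptide probe, 50 nM final | schedule = compound with beads 12 min RT, then probe 1 h RT | signal = HyperCyt-sampled flow cytometry, FL1 channel, ex 488/em 535 nm | read-out = percent response from loss of bead-bound FITC fluorescence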
# CAL PDZ FP-1: blocks peptide binding to the human CAL PDZ domain; Q9HD26; purified CAL PDZ, TMR-peptide fluorescence polarization, 1 h; inhibition, % at 24.9 µM; hit rate 0.92% among 300,000; AID 602252;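 active = mean inhibition of at least 30% with at least half of replicates also reaching 30%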;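 note: 0% = DMSO neutral control and 100% = excess unlabeled competitor peptide PRC23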
# RTF Ca sens inh: cardiac RTF calcium desensitization. hit rate 0.12% among 340,000. inhibition, % at 7.15 µM. IANBD-labeled cardiac RTF, Ca2+ fluorescence. AID 493244;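 active = inhibition above the mean inhibition of all tested compounds plus 3 SD, cut at about 17% in these data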;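 note: assay run at fixed EC70 calcium of 1.6 mM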
# DSG3 Ab inh: inhibitors of pemphigus antibody binding to human desmoglein-3 | P32926 | DSG3-coupled beads, scFv-anti-DSG3-GFP binding, flow cytometry; stronger effect = lower value | binding (percent of control), % at 10 µM | hit rate 0.48% among 310,000 | AID 588358;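 active = binding more than 3 SD below its plate's average and above zero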; note: some compounds called inactive have numbers as strong as hits
# Target sequence (P32926 whole entry, looked up): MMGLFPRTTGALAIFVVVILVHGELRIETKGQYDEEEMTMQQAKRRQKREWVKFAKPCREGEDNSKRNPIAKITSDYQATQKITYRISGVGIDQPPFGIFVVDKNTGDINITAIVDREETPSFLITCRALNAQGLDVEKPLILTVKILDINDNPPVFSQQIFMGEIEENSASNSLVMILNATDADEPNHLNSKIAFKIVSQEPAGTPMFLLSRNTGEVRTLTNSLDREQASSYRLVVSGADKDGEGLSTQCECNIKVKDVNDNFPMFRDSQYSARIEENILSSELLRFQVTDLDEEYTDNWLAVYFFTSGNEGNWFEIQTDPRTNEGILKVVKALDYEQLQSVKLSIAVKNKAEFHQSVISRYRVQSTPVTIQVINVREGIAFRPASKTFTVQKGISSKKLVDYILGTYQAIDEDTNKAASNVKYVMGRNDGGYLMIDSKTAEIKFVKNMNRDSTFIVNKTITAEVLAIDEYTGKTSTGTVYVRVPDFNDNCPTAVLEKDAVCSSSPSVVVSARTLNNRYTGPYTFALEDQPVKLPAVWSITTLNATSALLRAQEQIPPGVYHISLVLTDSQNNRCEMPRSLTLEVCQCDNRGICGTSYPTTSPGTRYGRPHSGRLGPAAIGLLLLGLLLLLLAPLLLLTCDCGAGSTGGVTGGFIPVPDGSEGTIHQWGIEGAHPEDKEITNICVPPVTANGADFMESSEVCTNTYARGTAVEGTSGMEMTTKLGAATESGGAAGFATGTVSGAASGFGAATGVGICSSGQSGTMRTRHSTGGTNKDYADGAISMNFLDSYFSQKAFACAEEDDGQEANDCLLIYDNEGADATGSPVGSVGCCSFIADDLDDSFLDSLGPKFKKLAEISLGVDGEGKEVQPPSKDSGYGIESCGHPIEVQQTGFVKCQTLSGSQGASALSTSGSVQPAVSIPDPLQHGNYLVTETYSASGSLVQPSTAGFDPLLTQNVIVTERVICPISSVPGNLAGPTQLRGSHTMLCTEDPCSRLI
# V-ATPase pHluor: regulators of yeast V-ATPase proton transport; S. cerevisiae, pHLuorin cytosolic pH fluorescence; response, % at 10 µM; hit rate 0.37% among 350,000; AID 504577; in the data active = response mostly above about 7.3%, no sharp cut-off; inactive = mostly below about 5.4%; note: actives read high; inactives centre near 0; some compounds called inactive have numbers as strong as hits
# CAL PDZ FP-2: inhibitors of human CAL PDZ peptide binding | Q9HD26 | purified CAL PDZ, TMR-peptide fluorescence polarization, 1 h | inhibition, % at 20 µM | hit rate 0.02% among 330,000 | AID 504414;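 active = highest replicate inhibition of at least 40%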;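 note: plate controls were DMSO neutral control wells for no effect and unlabeled competitor peptide control wells for full effect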
#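 Material – purified CerCALP PDZ construct · Detection – FP readout, S and P plane fluorescence · Measure – percent inhibition from loss of millipolarization · Controls – unlabelled peptide for full inhibition, DMSO wells as neutral · Probe or stimulus – TMR-labelled reporter peptide T*-PRC34 bound in PDZ groove · Times – 1 h at RT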
# * = called active by the depositor; nt = not tested or not shown.
SMILES,NSD2 HMT inh,DAGLB inh,LANA DNA inh,Keap1-Nrf2 PPI,Arrestin-AP2 inh,CAL PDZ FP-1,RTF Ca sens inh,DSG3 Ab inh,V-ATPase pHluor,CAL PDZ FP-2
Cc1ccc(S(=O)(=O)N2CCN=C2c2ccccc2)cc1C,-1.0,1.3,2.1,-1.2,-1.9,-6.3,-1.2,105.0,-3.2,-1.9
Brc1cccc(C2Nc3cccc4cccc(c34)N2)c1,3.2,3.5,1.1,-2.5,20.7,-4.3,-5.9,95.5,-0.3,1.4
CCN1C(=O)CSc2ccc(C(=O)NCc3ccccc3)cc21,-2.2,-1.6,-0.2,-1.6,3.3,-1.7,-0.7,101.6,7.6,-1.9
COCCNC(=O)CNC(=O)c1nn(-c2ccc(OC)c(Cl)c2)c(=O)c2ccccc12,1.2,0.1,-0.5,-1.8,6.5,0.3,-5.8,99.3,-0.7,-4.5
CCCCC(=O)N(Cc1nc2sc(C)c(C)c2c(=O)[nH]1)C1CCCC1,-0.3,0.4,-0.9,-2.5,7.7,0.2,2.9,102.2,12.8,nt
COc1ccccc1C(CCNS(=O)(=O)c1ccc(C)cc1)c1ccco1 (stereo not given),2.8,-6.6,-0.8,-4.2,20.2,2.0,-2.5,115.5,8.0,-1.2
CN(C)C(CNS(=O)(=O)c1ccc2ccccc2c1)c1ccccc1 (stereo not given),7.1,-4.8,1.6,-0.2,0.1,13.2,-16.8,107.2,1.5,nt
CN(C)CCCNC(=O)c1ccc(-c2cc(O)c3ncccc3c2)cc1,nt,1.0,-0.8,-0.1,18.5,-7.1,-4.4,111.6,0.7,-1.8
COC(=O)CN(C)C(=O)c1cccc(OC2CCN(S(=O)(=O)N(C)C)CC2)c1,-2.5,-2.6,1.0,-4.5,-4.2,-1.4,-3.5,95.4,0.5,15.7
Cc1ccc(-c2nnc(SCc3nc4ccccc4[nH]3)n2Cc2ccco2)cc1,5.9,0.5,1.0,-4.6,-0.7,nt,0.2,99.4,-2.0,1.5
O=c1c2ccccc2[nH]c(=S)n1Cc1ccccc1,16.0,-1.2,-0.2,0.0,-14.7,-1.2,-5.0,99.3,-4.9,0.5
c1ccc(Cn2nnc3c(N4CCC5(CC4)OCCO5)ncnc32)cc1,-0.3,0.8,-1.3,-1.8,5.9,-2.1,5.9,97.9,9.8,-0.5
CN(c1ccccc1)S(=O)(=O)c1ccc(NC(=S)NC(=O)C2CC2)cc1,-1.1,-1.5,-1.6,0.5,4.3,-1.5,-1.2,95.2,-3.3,-2.5
O=C(c1ccco1)N(Cc1ccccc1)c1cccc([N+](=O)[O-])c1,6.7,0.3,-1.7,-5.1,-2.5,-1.1,-10.5,84.3,1.3,-3.2
CCOc1ccc(CN2CCN(c3ncnc4scc(-c5ccccc5)c34)CC2)cc1,0.6,-0.7,2.6,-2.0,9.1,-2.1,-4.1,107.7,4.1,-1.7
CCCCn1c(=O)nc2n(-c3ccc(OC)cc3)c3ccccc3cc-2c1=O,-1.0,-1.1,-1.5,4.7,-7.8,-3.6,-4.2,156.4,-4.3,-2.4
c1ccc(OCc2nn3c(-c4n[nH]c5c4CCC5)nnc3s2)cc1,2.6,-2.3,-3.9,-4.3,8.5,4.9,-5.9,nt,1.2,-0.1
O=C(Cn1cnnn1)Nc1cccc(S(=O)(=O)N2CCCCC2)c1,0.8,-0.2,-1.2,-5.6,13.4,-5.9,-12.1,97.9,5.5,-1.1
Cc1cc(C)c(C#N)c(N2CCN(c3ccccc3F)CC2)n1,-15.4,-8.6,2.3,3.8,-16.3,-0.1,-2.8,106.3,-0.9,0.0
Nc1nc(SCC(=O)NC2CCCCC2)[nH]c(=O)c1-c1ccccc1,nt,1.5,0.3,-7.6,8.7,-5.1,-6.8,103.9,-0.5,-0.8
CCOC(=O)c1ccc(CNCc2ccc(Br)cc2)cc1,-3.6,-22.8,0.0,-2.2,8.8,-3.2,3.4,127.5,-6.2,-0.1
Cc1ccccc1-n1c(=O)n(Cc2ccco2)c(=O)c2[nH]cnc21,18.3,1.0,-2.1,-5.2,-21.9,-3.6,-1.3,97.6,2.3,-1.1
O=C(O)C1CCN(C(=O)c2ccccc2C(=O)N2CCC(C(=O)O)CC2)CC1,-3.5,-4.0,-0.9,3.6,6.8,0.2,2.9,80.8,0.9,-3.0
O=C(CC1CCCC1)Nc1nnc(C2CC2)s1,3.5,0.0,-1.6,-0.4,15.0,-2.9,-10.2,100.1,2.6,-0.4
N=C1/C(=C/c2cccs2)C(=O)N=C2SN=C(SCc3ccccc3)N12,9.7,32.7,-0.2,-10.0,-5.2,-4.2,0.4,100.0,-12.9,-0.8

# The list continues.
SMILES,NSD2 HMT inh,DAGLB inh,LANA DNA inh,Keap1-Nrf2 PPI,Arrestin-AP2 inh,CAL PDZ FP-1,RTF Ca sens inh,DSG3 Ab inh,V-ATPase pHluor,CAL PDZ FP-2
Cn1cc2cccc([N+](=O)[O-])c2n1,2.0,2.0,-0.9,-0.2,10.1,-2.8,-8.3,93.9,1.6,-2.6
CC(C)n1c(C(=O)OCC(=O)NCc2ccc3c(c2)OCO3)cc2sccc21,2.2,-7.8,0.2,-8.2,3.9,-1.5,-3.0,108.5,3.4,-3.2
CCOC(=O)C1CCCN(Cc2nc(N)nc(Nc3ccc(C)cc3)n2)C1 (stereo not given),-0.2,3.2,-0.7,2.1,2.3,4.5,-7.8,97.1,5.2,-1.3
O=C1CSC(=S)N1/N=C/c1ccc2c(c1)OCCO2,0.4,-2.2,-0.7,-3.5,4.8,-0.7,-8.9,97.4,6.9,-1.3
O=C(COC(=O)CNC(=O)c1cccc([N+](=O)[O-])c1)NCc1ccco1,-1.0,-1.5,1.1,-3.9,-4.8,-7.2,0.8,nt,5.2,23.6
Cc1ccc(OCCCC(=O)Nc2ccc(S(=O)(=O)N3CCOCC3)cc2)cc1,0.8,-2.3,-0.6,0.6,2.7,4.7,2.4,100.9,-1.2,-1.5
COC(=O)Cc1c(C)c2ccc(OC(=O)c3ccccc3)cc2oc1=O,-4.0,0.8,0.7,-0.6,8.5,nt,-6.7,103.5,20.2*,-2.9
CCN(C(C)=O)c1nnc(CSc2nc3ccccc3s2)s1,3.3,2.0,-0.6,-2.7,8.2,-0.2,-16.0,98.1,2.5,-2.2
Cc1ccc(N(C(=O)c2cccs2)C2C=CS(=O)(=O)C2)cc1 (stereo not given),nt,-1.4,-0.7,-6.3,-1.1,nt,-4.6,106.1,-2.7,-0.3
Cc1onc(-c2c(Cl)cccc2Cl)c1C(=O)Nc1ccc(Cl)cn1,-2.3,-10.5,-0.5,-4.9,19.2,0.9,-2.9,nt,2.0,0.1
CCc1nc(Nc2cccc(F)c2)c2oc3ccccc3c2n1,-1.2,-9.4,2.8,2.9,47.1,3.8,5.7,107.7,5.3,-3.9
CCC/C(O)=C1\C(=O)CCCC1=NCCc1c(C)[nH]c2ccc(C)cc12,nt,1.7,1.4,-3.4,33.4,-0.1,-2.4,95.9,2.6,0.9
CC(C)CCCN1C(N(C)C)=NC[C@@H]1C,nt,-1.6,0.7,-0.4,5.4,7.9,-2.3,105.5,10.6,-0.9
Cc1ccc(N2CCN(C(=O)NC3CCCCC3)CC2C)cc1 (stereo not given),-1.8,-1.3,1.0,-4.3,-6.9,-0.4,-2.5,89.9,-0.8,-1.9
CCn1c(SCC(=O)Nc2ccccc2)nc2ccccc2c1=O,-3.6,-4.2,-1.1,5.4,9.6,6.6,-5.3,99.0,-4.6,1.1
N=c1c2c(n(Cc3ccc(Cl)c(Cl)c3)c3c1CCC3)CCCC2,21.9,1.6,0.2,-5.4,-13.6,-4.2,-1.6,105.2,-0.4,nt
CCSc1nnc(NS(=O)(=O)c2ccc(OC)cc2)s1,-1.1,-1.1,-2.1,3.7,-16.1,nt,1.4,92.4,-3.2,-0.5
CCN(CC)S(=O)(=O)c1ccc(OC)c(NC(=O)/C=C/c2ccco2)c1,nt,0.3,-0.7,-8.8,-4.2,-5.4,6.0,103.8,7.2,-1.0
COc1cccc(NC(=O)CCc2c(C)nn(-c3ccc(N4CCOCC4)nn3)c2C)c1,nt,0.2,-1.4,-3.1,6.9,-6.4,-2.4,nt,3.9,-1.2
CCNC(=O)/C(C#N)=C/c1c(N2CCN(c3ccccc3)CC2)nc2c(C)cccn2c1=O,2.1,2.7,-2.4,-4.7,12.2,7.4,3.7,115.4,0.9,2.3
CN(CC(=O)NCCc1ccc(S(N)(=O)=O)cc1)Cc1c(F)cccc1Cl,3.5,1.1,-0.7,-1.0,4.5,-2.1,-5.2,108.6,4.8,-3.8
O=C(Oc1c(-c2ccccc2)c(=O)n2c3c(cccc13)CC2)c1cccc([N+](=O)[O-])c1,-4.6,nt,0.9,-1.4,4.1,nt,nt,95.5,2.2,-1.3
COc1cc(/C=N/NC(=O)c2ccc(O)cc2)ccc1Oc1ccc([N+](=O)[O-])cn1,4.1,3.6,1.3,-4.3,-4.0,-3.8,-8.5,82.6,2.1,-5.4
Cc1cccc2sc(N(CCN(C)C)C(=O)c3ccc4ccccc4c3)nc12,-1.8,-2.3,-0.8,-4.6,50.6,5.7,-0.1,102.6,-0.3,-2.2
Cc1cc(C)c(NC(=S)N2CCN(c3ccc([N+](=O)[O-])cn3)CC2)cc1C,-0.5,-3.6,-1.3,-3.4,25.2,2.5,-4.5,93.0,-2.7,-0.2
NCCC(=O)NCCc1cnc[nH]1,nt,3.3,-1.1,-1.1,4.7,-1.1,11.6,102.3,22.8*,0.6
Cc1cc(C)c2nc(SC3CCOC3=O)cc(C)c2c1 (stereo not given),2.0,-2.3,-0.4,-4.5,-0.7,-1.8,-7.7,84.3,3.3,-4.4
O=C(NNC(=O)c1cc2cc(Br)ccc2oc1=O)c1ccc(O)cc1,nt,3.4,-1.0,1.6,-3.2,4.7,-6.8,96.7,0.3,-0.3

# Rewritten tab-delimited: entries from further up.
SMILES	NSD2 HMT inh	DAGLB inh	LANA DNA inh	Keap1-Nrf2 PPI	Arrestin-AP2 inh	CAL PDZ FP-1	RTF Ca sens inh	DSG3 Ab inh	V-ATPase pHluor	CAL PDZ FP-2
Cc1ccc(OCCCC(=O)Nc2ccc(S(=O)(=O)N3CCOCC3)cc2)cc1	0.8	-2.3	-0.6	0.6	2.7	4.7	2.4	100.9	-1.2	-1.5
Cc1ccc(S(=O)(=O)N2CCN=C2c2ccccc2)cc1C	-1.0	1.3	2.1	-1.2	-1.9	-6.3	-1.2	105.0	-3.2	-1.9
O=c1c2ccccc2[nH]c(=S)n1Cc1ccccc1	16.0	-1.2	-0.2	0.0	-14.7	-1.2	-5.0	99.3	-4.9	0.5
CCN(CC)S(=O)(=O)c1ccc(OC)c(NC(=O)/C=C/c2ccco2)c1	nt	0.3	-0.7	-8.8	-4.2	-5.4	6.0	103.8	7.2	-1.0
COc1ccccc1C(CCNS(=O)(=O)c1ccc(C)cc1)c1ccco1 (stereo not given)	2.8	-6.6	-0.8	-4.2	20.2	2.0	-2.5	115.5	8.0	-1.2

# These rows are one share of the data; the hit share may differ from the screen's.
